From PubChem BioAssay
HCMV antiviral = blocks human cytomegalovirus replication; activity change, negative = inhibition, % at 57.5 µM; HFF cells, HCMV-luciferase reporter, 72 h; stronger effect = lower value; hit rate 4.5% among 410,000; AID 1259415; in the data active = activity change below about -60%; inconclusive = no clear call, values can overlap the other calls; inactive = above about -39%
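Inhibition of viral replication was scored as loss of reporter luminescence in HFFs infected with HCMV-luciferase (MOI 1 PFU/cell) for 72 h; compounds tested at 2 doses, normalized to buffer and Salinomycin controls.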
AmpC detergent = inhibitors of E. coli AmpC beta-lactamase with detergent; P00811; AmpC hydrolysis of nitrocefin, absorbance 480 nm, 0.01% Triton; AID 485294; Potency, µM (highest dose often 114 µM), for inactives: at the highest dose activity change, negative = inhibition, hits mostly inhibitors; hit rate 0.041% among 370,000; active = well fitted inhibition curve with a large enough effect; inconclusive = small, poorly fitted or top-dose-only effect;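 note: potency is the fitted concentration of half-maximal effect; 0% = no-compound wells and -100% = no-enzyme wells; nearly all actives have a fitted effect of over 25% in size; some results filed as inactive show a strong effect at the top dose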
Target sequence (P00811 whole entry, looked up): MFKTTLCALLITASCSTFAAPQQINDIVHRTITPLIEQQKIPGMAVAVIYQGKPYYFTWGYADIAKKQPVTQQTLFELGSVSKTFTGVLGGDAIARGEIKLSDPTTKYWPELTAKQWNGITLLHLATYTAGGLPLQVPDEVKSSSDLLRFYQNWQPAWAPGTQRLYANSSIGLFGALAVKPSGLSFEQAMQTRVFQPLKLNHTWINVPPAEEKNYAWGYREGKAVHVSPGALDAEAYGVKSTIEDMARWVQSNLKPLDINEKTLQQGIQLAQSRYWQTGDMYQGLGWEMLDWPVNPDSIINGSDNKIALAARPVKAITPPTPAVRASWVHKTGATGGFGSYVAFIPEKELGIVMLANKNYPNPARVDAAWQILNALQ
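AmpC (5.3 nM in the dispensed reagent) in 20 mM phosphate pH 7.0 with 0.01% (detergent screen) or 0.0001% Triton X-100 was preincubated with compounds for 15 min at room temperature. Nitrocefin was then added from an 800 uM solution, and hydrolysis was followed at 480 nm.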
* marks the source's active call; other numbers are inactive results; ? = inconclusive. Unless noted, % is set by controls: 0 for no effect and ±100 for the full control effect. Only part of the results is shown (hit frequency here may not be typical).

SMILES	HCMV antiviral	AmpC detergent
CCC(Oc1ccccc1-c1nnc(-c2ccccc2)o1)C(=O)Nc1ccc(C(C)=O)cc1 (stereo not given)	15	-1%
COCCNc1oc(/C=C/c2ccc(F)cc2)nc1C#N	-22	22%
COc1ccc(Cn2c(=O)c3oc4ccccc4c3n(CC(=O)Nc3c(C)cccc3C)c2=O)cc1	-10	20%
CCN(CC)S(=O)(=O)c1ccc(C(=O)NC2CC(=O)N(c3ccc4c(c3)OCCO4)C2)cc1 (stereo not given)	-6	3%
CCc1ccc(NC(=O)Cn2nnc(C(=O)NCc3ccc(C)cc3)c2N)cc1	40	4%
Cc1nn(C(=O)c2ccc(Cl)cc2)c(C)c1S(=O)(=O)N1CCCCCC1	3	1%
Cc1cn2c(=O)cc(COC(=O)c3cccc(NC(=O)COc4ccc(Cl)cc4)c3)nc2s1	3	-1%
O=C(Nc1cccc(Cl)c1)C1CCN(S(=O)(=O)Cc2ccccc2)CC1	-3	-2%
CSc1ccc(CCNC(=O)NCc2noc3ccccc23)cc1	-16	2%
CC(C)CCN1C(=O)c2ccccc2CC1(C)C(=O)NC1CCC(C)CC1 (stereo not given)	?	19%
CCN(CC)c1ncnc2c1cnn2-c1cc(Cl)ccc1C	-6	5%
CCOc1cccc(CNC(=O)c2ccc(N3CCCC3)c(NC(=O)NCc3ccc(F)cc3)c2)c1	-10	9%
O=C1c2[nH]nc(-c3ccc(Br)cc3)c2C(c2cccc(O)c2)N1c1ccc(Cl)cc1 (stereo not given)	-105*	8%
Cc1cccc(NC(=O)CSc2nc3ccc(NC(=O)COc4ccccc4C)cc3s2)c1	-23	14%
COc1ccc(CNC(=O)c2cnc3sc(N4CCCCCC4)nn3c2=O)cc1	-38	-2%
O=c1cc(-c2ccccc2)n2c(SCc3ccc(F)cc3)nnc2[nH]1	-33	1%
CCOc1ccc(CNC(=O)Cc2ccc(NC(=O)N3CCSc4ncccc43)cc2)cc1	0	17%
COc1ccc(S(=O)(=O)N(CC(=O)N(C)Cc2ccccc2)c2ccc(Cl)cc2)cc1	-30	10%
Cc1cccc(-n2c(=O)c3c(c4cc(C)ccc4n3C)n(CC(=O)Nc3ccc(C)c(C)c3)c2=O)c1	3	0%
CCn1c(CN2CCN(C)CC2)nc2ccccc21	3	-1%
Cc1ccc2c(CC(=O)N(Cc3cccc(Cl)c3)C3CCS(=O)(=O)C3)coc2c1 (stereo not given)	10	1%
O=C(NCc1cccc(Br)c1)C1CCCCN1S(=O)(=O)c1ccc(F)cc1 (stereo not given)	-7	1%
O=c1c2sc3ccccc3c2n(Cc2ccc(F)cc2Cl)c(=O)n1Cc1ccccc1	19	-4%
CCOc1ccc(CNC(=O)Cn2nc(N3CCN(c4ccccc4)CC3)ccc2=O)cc1	-13	5%
CCc1ccccc1NC(=O)CN1C(=O)CCn2nc(-c3cccn3C)cc21	6	12%

Compound profiles (already shown). Screens in order: HCMV antiviral, AmpC detergent
`O=c1cc(-c2ccccc2)n2c(SCc3ccc(F)cc3)nnc2[nH]1` is listed as -33, 1%
`CC(C)CCN1C(=O)c2ccccc2CC1(C)C(=O)NC1CCC(C)CC1` (stereo not given) is listed as ?, 19%
`CCc1ccc(NC(=O)Cn2nnc(C(=O)NCc3ccc(C)cc3)c2N)cc1` is listed as 40, 4%
`CCOc1ccc(CNC(=O)Cc2ccc(NC(=O)N3CCSc4ncccc43)cc2)cc1` is listed as 0, 17%
`CCN(CC)c1ncnc2c1cnn2-c1cc(Cl)ccc1C` is listed as -6, 5%

Continued:
SMILES	HCMV antiviral	AmpC detergent
Cc1ccc(N2CCN(C(=O)c3cnc(N4CCCCC4)c4ccccc34)CC2)c(C)c1	3	-2%
COC(=O)c1c(-c2cccs2)csc1NC(=O)c1ccc(C)cc1	-1	6%
CCc1ccc2c(c1)NC(c1ccc(OC)cc1)=NC(c1ccncc1)=N2	-9	1%
COc1ccc(N2CC(NC(=O)C(c3ccccc3)c3ccccc3)CC2=O)cc1OC (stereo not given)	19	-8%
O=C(CCC(=O)N1Cc2ccccc2Oc2ncccc21)Nc1ccc(Cl)cc1	17	3%
COc1cccc(-n2cc(C(=O)Nc3cccc(C(F)(F)F)c3)c3ccccc3c2=O)c1	-39	9%
COc1ccc(CNCc2ccc3c(c2)n(C)c(=O)n3C)cc1	1	25%
Cc1ccc(C)c(N2CCN(C(=O)C3CCN(S(=O)(=O)c4ccc5[nH]c(=O)oc5c4)CC3)CC2)c1	-13	16%
Cc1ccccc1NC(=O)/C(C#N)=C/c1ccc(Cl)cc1Cl	4	-1%
COc1cccc(NC(=O)c2sc3nc(N4CCOCC4)c4c(c3c2N)CC(C)(C)OC4)c1	23	1%
CCC1CN(C(=O)N2CCC(C(=O)NCc3ccc(OC)cc3OC)CC2)c2cc(C)ccc2O1 (stereo not given)	67	18%
Cc1sc2ncn(CC(=O)Nc3cccc(C(F)(F)F)c3)c(=O)c2c1S(=O)(=O)N1CCC(C)CC1	-4	-5%
Cc1ccc(CN(Cc2ccco2)C(=O)COc2c(C)cc(C)cc2C)cc1	-8	11%
Cc1ccc(Sc2ccc(N3CCC(C(=O)Nc4ccc(C)c(F)c4)CC3)nn2)cc1	-5	11%
Cc1cc(C(=O)Nc2cccc(C)c2C)c2c(C)nn(-c3cccc(F)c3)c2n1	-4	7%
CCC(=O)Nc1nnc(S(=O)(=O)N(C)Cc2ccccc2)s1	-22	21%
COCCCNC(=O)CSc1nc2c(sc3ccccc32)c(=O)n1CCc1ccccc1	6	1%
Cc1ccc(-n2c(/C=C/c3cc(Br)cs3)nc3ccccc3c2=O)cc1C	-22	-7%
Cc1ccc(CN2CCSc3ccc(C(=O)Nc4cc(C)cc(C)c4)cc32)cc1	26	-1%
Cc1cc(C)c(S(=O)(=O)NCCc2cc3ccc(C)cc3[nH]c2=O)c(C)c1	3	14%
O=C(CCCCn1c(=O)[nH]c2ccsc2c1=O)N1CCN(c2cccc(Cl)c2)CC1	-69*	6%
CC(CNC(=O)c1ccc(Cn2c(SCc3ccccc3)nc3cccnc32)cc1)c1ccccc1 (stereo not given)	-9	15%
CCOc1ccc(CCNC(=O)C2Cc3ccccc3N2C(=O)CC)cc1OCC (stereo not given)	2	13%
CCOc1nc(NC(=O)NS(=O)(=O)Oc2ccc(Cl)cc2)nc(-c2ccccc2)n1	40	-6%
CCc1ccc(NC(=O)CC2C(=O)N(c3cccc(C)c3)C(=O)N2Cc2ccco2)cc1 (stereo not given)	?	24%
SMILES	HCMV antiviral	AmpC detergent
COc1ccc(C(=O)CN2C(=O)N(c3cc(C)ccc3C)S(=O)(=O)c3ccccc32)cc1	-5	7%
CCc1ccccc1N(C)C(=O)c1nn(-c2ccc(OC)cc2)c(=O)c2c1c1ccccc1n2C	12	0%
CCc1ccccc1NC(=O)c1ccc2c(c1)N(Cc1cccc(Cl)c1)C(=O)c1ccccc1S2(=O)=O	4	9%
COc1ccc(-c2ccnc3c2c(=O)n(C)c(=O)n3C)cc1OC	-6	-1%
CC(C)(C)C(=O)Nc1cccc(C(=O)OCc2cc(=O)n3nc(C4CCCCC4)sc3n2)c1	-14	11%
Cc1ccc(CNC(=O)c2ccc(CSCc3ccc(C)cc3)o2)cc1	-1	2%
Cc1ccc(CNC(=O)c2c(C)oc3ncnc(N4CCOCC4)c23)cc1	?	-7%
CC(C)OCCCNC(=O)CCCn1c(SCC(=O)c2ccc(Br)cc2)nc2c(sc3ccccc32)c1=O	-24	-1%
Cc1cc(C)c2c(=O)cc(CSc3n[nH]c(C)n3)[nH]c2c1	4	-1%
CCc1ccc(NC(=O)CSc2nc3c(c(=O)[nH]2)CN(Cc2ccc(C)cc2)CC3)cc1	-4	22%
CC(=O)c1ccc(NC(=O)C2CCC(CNS(=O)(=O)c3cccc4nsnc34)CC2)cc1 (stereo not given)	20	20%
Cc1nnc(N2CCCC(C(=O)NCCc3ccc(Cl)cc3)C2)c2nn(-c3ccccc3)c(C)c12 (stereo not given)	-14	1%
O=C(C1CCC1)N1CCCc2cc(S(=O)(=O)Nc3ccc(F)cc3)ccc21	-12	2%
O=C(C1CCN(S(=O)(=O)Cc2ccccc2)CC1)N1CCN(c2cccc(Cl)c2)CC1	12	18%
COc1cc(C(=O)N2CCc3c([nH]c4ccccc34)C2c2ccc(F)cc2)cc(OC)c1OC (stereo not given)	29	20%
Cc1nc2cccnc2n1-c1cccc(C(=O)N2CCN(c3cccc(Cl)c3)CC2)c1	0	11%
COc1cc(OC)cc(C(=O)Nc2cc(-c3nc4cc(Cl)ccc4o3)ccc2Cl)c1	72	-4%
COc1ccc(CNC(=O)c2nc(SC(C)C)ncc2Cl)cc1	18	-2%
Cc1ccc(-n2ncc(C(=O)NCCN3CCN(C)CC3)c2C2CCN(C(=O)OC(C)(C)C)CC2)cc1C	0	6%
COc1ccc(S(=O)(=O)c2c(SC)nn(CC(=O)Nc3ccc(C)c(Cl)c3)c2N)cc1	-11	7%
Cc1cccc(NC(=O)CCS(=O)(=O)c2ccc3c(c2)n(C)c(=O)c(=O)n3C)c1C	-12	2%
COc1ccc(NC(=O)C(=O)Nc2ccc3nc4n(c(=O)c3c2)CCCCC4)c(OC)c1	-4	-6%
COc1ccccc1NC(=O)C1=C(C)Nc2c(C(=O)Nc3cccc(C)c3)cnn2C1c1ccccc1C (stereo not given)	17	12%
Cc1cccc(NC(=O)Cn2c(=O)n(CCCCCC(=O)NCc3ccccc3)c(=O)c3sccc32)c1	-33	9%
COc1ccc(CNC(=O)Cc2c(C)c3cc4c(C)coc4c(C)c3oc2=O)cc1OC	1	16%
SMILES	HCMV antiviral	AmpC detergent
Cc1noc2ncnc(N3CCCC(C(=O)Nc4cccc(C(F)(F)F)c4)C3)c12 (stereo not given)	-36	0%
COc1ccc(-c2cnn3c(C)cc(C)nc23)cc1OC	-6	4%
COc1ccc(-c2noc(CSc3nnc(-c4ccccc4)n3-c3ccc(F)cc3)n2)c(OC)c1	-21	6%
Cn1c(=O)[nH]c(=O)c2c1nc1n(CCO)c(-c3ccccc3)cn21	2	1%
O=C(Nc1ccc(F)cc1F)c1cnn(-c2ccc(F)cc2)c1-n1cccc1	-4	15%
COc1cccc2cc(C(=O)Nc3ccc(CC(=O)O)cc3)c(=O)oc12	-72*	-1%
Cc1c(C(=O)NCc2cccc(Cl)c2)sc2nc[nH]c(=O)c12	3	-7%
Cc1ccc2c(c1)N(C(=O)N1CCC(C(=O)Nc3cccc(F)c3)CC1)CCO2	-16	13%
COc1ccc(-c2csc(-c3nc(-c4ccc(Br)s4)cs3)n2)cc1F	3	-1%
CCCn1c(CCC(=O)Nc2cccc(CC)c2)nc2cccnc21	-16	-2%
COc1ccc(OC)c(-n2cnc3cc(C(=O)NC4CCCCCC4)ccc32)c1	-5	1%
CCCCc1ccc(NC(=O)CSc2nc(=O)[nH]c3c2CCCC3)cc1	?	4%
Cc1ccc2nc(CN3CCN(C(=O)Nc4cccc(C)c4C)CC3)oc2c1	-7	0%
Cc1cccc(-n2c(C)cc(C(=O)C(=O)Nc3nncs3)c2C)c1	1	23%
Cc1cc(C)c2c(CC(=O)Nc3c(C(=O)Nc4ccc(Cl)cc4)oc4ccccc34)coc2c1	25	2%
COc1ccc(CCn2cc3c(c2-c2ccccc2Br)c(=O)n(C)c(=O)n3C)cc1OC	2	4%
CCN1CCN(Cc2c(O)ccc3c(C)c(-c4ccccc4)c(=O)oc23)CC1	-7	15%
COc1cc(NC(=O)CCc2c(C)nc3cc(-c4ccccc4)nn3c2C)cc(OC)c1OC	-104*	21%
COc1cc(OC)cc(-n2c(=O)c3ccccc3n(CC(=O)NCCc3ccc(OC)c(OC)c3)c2=O)c1	0	7%
Cc1nc2nc(CNC(=O)OC(C)(C)C)nn2c(C)c1CCC(=O)NCc1ccc(F)cc1	-9	10%
COc1ccc(C(=O)/C=C/c2cn(CC(O)CN(CC(C)C)CC(C)C)c3ccccc23)cc1 (stereo not given)	14	4%
CCC(C)NC(=O)Cn1c(=O)n(-c2ccc(Cl)cc2)c(=O)c2c3c(sc21)CCCC3 (stereo not given)	13	18%
COc1ccc(N2CC(NC(=O)c3ccc(OC(C)C)cc3)CC2=O)cc1 (stereo not given)	11	4%
Cc1ccc(CNS(=O)(=O)c2cc3[nH]c(=O)c(=O)[nH]c3cc2C)cc1	0	13%
COC(=O)CN1C(=O)CSc2ccc(S(=O)(=O)Nc3ccc(C)c(Cl)c3)cc21	?	-1%
Cc1cc(C)cc(NC2=C(c3ccccc3)C(=O)c3ccccc32)c1	-24	24%
Cc1ccc(-c2nn(-c3ccc(F)cc3F)c3c2cnc2c(F)cccc23)cc1	20	-1%
Cc1oc2ncn(C)c(=O)c2c1C(=O)Nc1ccc(F)cc1	-3	4%

In a second layout: 4 of the compounds above.
SMILES | HCMV antiviral | AmpC detergent
Cc1cccc(NC(=O)CSc2nc3ccc(NC(=O)COc4ccccc4C)cc3s2)c1 | -23 | 14%
Cc1cc(C)c(S(=O)(=O)NCCc2cc3ccc(C)cc3[nH]c2=O)c(C)c1 | 3 | 14%
COc1ccc(C(=O)/C=C/c2cn(CC(O)CN(CC(C)C)CC(C)C)c3ccccc23)cc1 (stereo not given) | 14 | 4%
CCc1ccccc1NC(=O)CN1C(=O)CCn2nc(-c3cccn3C)cc21 | 6 | 12%
